Screens as filed in PubChem.
HIF-2a block: inhibitors of HIF-2a | 786-0 RCC cells HIF-2a reporter, luciferase luminescence, overnight | 360,000 compounds, 0.72% hits | inhibition, % at 18.8 µM;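 active = inhibition of the luminescence signal of 40% or more relative to plate controls, in a single-dose primary screen at 18.75 µM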
NR2E3 ag-1: agonists of human nuclear receptor NR2E3; inhibition of corepressor binding, % at 4.78 µM; GST-NR2E3/biotin-RetCOR TR-FRET, 1536-well; Q9Y5X4; 320,000 compounds, 0.12% hits; AID 2300;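 active = percent inhibition above the cutoff of mean plus 3 SD of all tested compounds, set per screening campaign, cut at about 20% in these data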;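 also: 0% = DMSO wells and 100% = biotin wells as full block of FRET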
Target sequence (Q9Y5X4 whole entry, looked up): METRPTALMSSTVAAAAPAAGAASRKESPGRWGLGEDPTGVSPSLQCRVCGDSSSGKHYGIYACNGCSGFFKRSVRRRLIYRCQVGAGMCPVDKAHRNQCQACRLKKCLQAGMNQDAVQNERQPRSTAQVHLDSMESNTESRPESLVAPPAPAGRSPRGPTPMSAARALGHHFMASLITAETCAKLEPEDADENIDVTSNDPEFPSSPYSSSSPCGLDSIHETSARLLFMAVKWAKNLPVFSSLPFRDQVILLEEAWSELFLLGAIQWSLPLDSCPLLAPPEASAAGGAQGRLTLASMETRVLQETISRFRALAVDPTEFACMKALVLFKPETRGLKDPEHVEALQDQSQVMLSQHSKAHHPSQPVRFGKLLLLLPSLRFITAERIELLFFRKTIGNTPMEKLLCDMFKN
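System: GST-tagged NR2E3 plus biotinylated RetCOR corepressor; Amount: 1.35 nM GST-tagged NR2E3 final; Dosing: single nominal compound dose of 4.8 µM; Schedule: 5 h incubation at 4 °C; Technique: TR-FRET with europium anti-GST and streptavidin-D2, 340 nm excitation; Controls: biotin wells as high control, 0.6% DMSO wells as low control.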
NR2E3 ag-2: agonists of human NR2E3 nuclear receptor. 360,000 compounds, 0.35% hits. Q9Y5X4. CHO-S Gal4-NCOR/VP16-NR2E3 two-hybrid, luciferase. AID 602229. inhibition of corepressor binding, % at 3.98 µM;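 active = inhibition above the mean of all tested compounds plus 3 SD, cut at about 70% in these data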;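 also: 0% = DMSO with NR2E3 transfected cells and 100% = cells lacking NR2E3 construct; higher means lower luciferase signal from less NR2E3 corepressor binding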
TRPM1 prom inh: inhibitors of MITF-driven TRPM1 promoter in melanoma cells. inhibition, % at 12.5 µM. SK-MEL-5 TRPM1 promoter luciferase, 24 h. 330,000 compounds, 0.83% hits;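 active = mean inhibition across replicates of 60% or more, whatever share of single replicates reaches that level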; also: values of inactives mirror those of a sister screen read the other way
hiPSC survival: increases survival of single human iPS cells; hiPSC single-cell survival, ATPlite luminescence; 100% = ROCK inhibitor wells, 0% = DMSO; survival enhancement, % at 20 µM; 360,000 compounds, 0.044% hits; AID 602274; in the data active = survival enhancement above about 18%;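 also: cells exposed to compounds for 16 hours before the ATP read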
aDG glyco up: increases alpha dystroglycan glycosylation | AID 624168 | 360,000 compounds, 0.22% hits | activation, % at 10 µM | Pro5-aDG cells, alpha-DG glycosylation AlphaScreen (IIH6); 0% Pro5, 100% B10-LARGE cell signal;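 active = activation of at least 8% versus controls, or a plate z-score of at least 8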;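 also: Pro5 are CHO cells carrying HIG-tagged alpha-DG that lacks glycosylation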
KKLEB cytotox: reduces viability of KKLEB cystic fibrosis airway cells. KKLEB CF airway cells viability, ATPlite luminescence, overnight; stronger effect = lower value; cells stimulated with P. aeruginosa culture filtrate. activity change (cytotoxicity), % at 5 µM. 360,000 compounds, 0.36% hits. AID 602141;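 active = corrected activity change at or below -50% at 5 µM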
Shn3 inh set2: inhibitors of Schnurri-3 3'UTR reporter in osteoblasts; Clone20 osteoblast Shn3 3'UTR firefly luciferase, 24 h; inhibition, % at 12.5 µM; 360,000 compounds, 0.52% hits; AID 588674;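 active = mean inhibition of at least 75% with every replicate also reaching 75%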;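 also: 0% = median of neutral control wells and 100% = pilot-screen positive control compound; some compounds past the cut are filed as inactive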
Peg3 prom inh: Peg3 promoter activity inhibition; HeLa PEG-Prom luciferase reporter, luminescence, overnight; inhibition, % at 20 µM; 360,000 compounds, 1.7% hits; AID 588405;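 active = inhibition of at least 50% at 20 µM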
TWEAK Fn14 block: blocks TWEAK-Fn14 interaction in a reporter cell assay | TWEAK-stimulated Fn14 reporter cells, luciferase luminescence, 8 h | inhibition, % at 10 µM | 360,000 compounds, 2% hits | AID 1159606; in the data active = inhibition above about 50%
CF NFkB inh: blocks PAF-induced NF-kB reporter in cystic fibrosis cells | KKLEB NF-kB-GFP reporter, GFP fluorescence overnight | inhibition, % at 5 µM | 360,000 compounds, 0.86% hits | AID 588850;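 active = at least 50% inhibition at 5 µM, scaled per plate between neutral and stimulator controls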;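 also: PAF is a Pseudomonas aeruginosa culture filtrate used as stimulus; plate controls were PAF-stimulated DMSO wells for no effect and unstimulated DMSO wells for full effect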
An asterisk follows results filed as active.

For O=C(c1ccc(Cl)c(S(=O)(=O)N2CCCCCC2)c1)N1CCCC(C(F)(F)F)C1 (stereo not drawn) the results were HIF-2a block 3, NR2E3 ag-1 1, NR2E3 ag-2 2, TRPM1 prom inh 19, hiPSC survival 0.6, aDG glyco up 0.4, KKLEB cytotox 1, Shn3 inh set2 10, Peg3 prom inh 17, TWEAK Fn14 block 7 and CF NFkB inh -4.
For O=C(O)CN1C(=O)/C(=C\c2cc(Br)ccc2OCc2ccccc2F)SC1=S the results were HIF-2a block -7, NR2E3 ag-1 2, NR2E3 ag-2 -19, TRPM1 prom inh 6, hiPSC survival 0.1, aDG glyco up 0.0, KKLEB cytotox -4, Shn3 inh set2 -37, Peg3 prom inh -14, TWEAK Fn14 block -38 and CF NFkB inh -2.
For N/C(=N\OC(=O)Nc1ccccc1)c1ncc(C(F)(F)F)cc1Cl the results were HIF-2a block -156, NR2E3 ag-1 -2, NR2E3 ag-2 -11, TRPM1 prom inh -50, hiPSC survival 5.9, aDG glyco up 0.8, KKLEB cytotox 3, Shn3 inh set2 -26, Peg3 prom inh -194, TWEAK Fn14 block -5 and CF NFkB inh -10.
`CN(C)c1[nH]c(=O)c(C#N)c2c1CCN2Cc1ccccc1` gave HIF-2a block 9, NR2E3 ag-1 -1, NR2E3 ag-2 -20, TRPM1 prom inh 3, hiPSC survival 2.4, aDG glyco up 0.0, KKLEB cytotox 8, Shn3 inh set2 7, Peg3 prom inh 14, TWEAK Fn14 block 13 and CF NFkB inh -2.
CCC1CCCCN1c1ccc([N+](=O)[O-])cc1/C=N/NC(=O)Cn1c2ccccc2c(=O)c2ccccc21 (stereo not drawn) was read as HIF-2a block 10, NR2E3 ag-1 1, NR2E3 ag-2 -43, TRPM1 prom inh -15, hiPSC survival -1.9, aDG glyco up 5.0, KKLEB cytotox 3, Shn3 inh set2 2, Peg3 prom inh 18, TWEAK Fn14 block 13 and CF NFkB inh -1.
Screening O=C(Cc1ccccc1)NNC(=O)c1ccc(NC(=O)c2ccccc2)cc1 returned HIF-2a block 7, NR2E3 ag-1 -5, NR2E3 ag-2 -7, TRPM1 prom inh 9, hiPSC survival -0.7, aDG glyco up -0.2, KKLEB cytotox 7, Shn3 inh set2 2, Peg3 prom inh 15, TWEAK Fn14 block 8 and CF NFkB inh -36.
`CC(=O)c1ccc(NC(=S)N2CCN(S(=O)(=O)c3ccc(F)cc3)CC2)cc1` gave HIF-2a block 17, NR2E3 ag-1 -1, NR2E3 ag-2 -11, TRPM1 prom inh 3, hiPSC survival 0.0, aDG glyco up -0.2, KKLEB cytotox 0, Shn3 inh set2 6, Peg3 prom inh 10, TWEAK Fn14 block 15 and CF NFkB inh -4.
Screening CCCc1cc(NC(=O)COC(=O)c2ccc(O)cc2O)n(-c2ccccc2)n1 returned HIF-2a block 12, NR2E3 ag-2 28, TRPM1 prom inh 8, hiPSC survival 12, aDG glyco up -0.1, KKLEB cytotox 8, Shn3 inh set2 21, Peg3 prom inh 18, TWEAK Fn14 block 4 and CF NFkB inh 0.
`N#CCCN(C(=O)COC(=O)CCN=C1NS(=O)(=O)c2ccccc21)c1ccc(F)cc1` gave HIF-2a block 7, NR2E3 ag-1 -3, NR2E3 ag-2 -7, TRPM1 prom inh -6, hiPSC survival 1.5, aDG glyco up -0.1, KKLEB cytotox 12, Shn3 inh set2 9, Peg3 prom inh -3, TWEAK Fn14 block 1 and CF NFkB inh -14.
For CC1CC(=O)N(CC(=O)NC2CCCCC2)c2ccccc2S1 (stereo not drawn) the results were HIF-2a block 7, NR2E3 ag-1 1, NR2E3 ag-2 -6, TRPM1 prom inh -5, hiPSC survival -0.5, aDG glyco up 0.0, KKLEB cytotox -11, Shn3 inh set2 -13, Peg3 prom inh 4, TWEAK Fn14 block 11 and CF NFkB inh 8.
For Cc1ccc(OCCCSc2n[nH]c(N)n2)cc1 the results were HIF-2a block -99, NR2E3 ag-1 2, NR2E3 ag-2 -35, TRPM1 prom inh 2, hiPSC survival -1.6, aDG glyco up 0.8, KKLEB cytotox -6, Shn3 inh set2 -5, Peg3 prom inh -58, TWEAK Fn14 block 0 and CF NFkB inh 6.
`N#Cc1ccccc1OCC(=O)NCC(c1ccc(F)cc1)N1CCOCC1` (stereo not drawn) gave HIF-2a block 7, NR2E3 ag-1 2, NR2E3 ag-2 8, hiPSC survival -0.4, aDG glyco up 0.1, KKLEB cytotox 8, Shn3 inh set2 17, Peg3 prom inh 4, TWEAK Fn14 block 1 and CF NFkB inh 0.

Ordered by count of non-hydrogen atoms (descending): some entries from above
CCC1CCCCN1c1ccc([N+](=O)[O-])cc1/C=N/NC(=O)Cn1c2ccccc2c(=O)c2ccccc21 (stereo not drawn) was read as HIF-2a block 10, NR2E3 ag-1 1, NR2E3 ag-2 -43, TRPM1 prom inh -15, hiPSC survival -1.9, aDG glyco up 5.0, KKLEB cytotox 3, Shn3 inh set2 2, Peg3 prom inh 18, TWEAK Fn14 block 13 and CF NFkB inh -1.
`N#Cc1ccccc1OCC(=O)NCC(c1ccc(F)cc1)N1CCOCC1` (stereo not drawn) gave HIF-2a block 7, NR2E3 ag-1 2, NR2E3 ag-2 8, hiPSC survival -0.4, aDG glyco up 0.1, KKLEB cytotox 8, Shn3 inh set2 17, Peg3 prom inh 4, TWEAK Fn14 block 1 and CF NFkB inh 0.
For CC1CC(=O)N(CC(=O)NC2CCCCC2)c2ccccc2S1 (stereo not drawn) the results were HIF-2a block 7, NR2E3 ag-1 1, NR2E3 ag-2 -6, TRPM1 prom inh -5, hiPSC survival -0.5, aDG glyco up 0.0, KKLEB cytotox -11, Shn3 inh set2 -13, Peg3 prom inh 4, TWEAK Fn14 block 11 and CF NFkB inh 8.

Further records follow:
Screening O=C(c1ccco1)N1CCN(C(=O)c2ccc(CS(=O)c3cccc(Cl)c3)o2)CC1 (stereo not drawn) returned HIF-2a block 10, NR2E3 ag-1 -1, NR2E3 ag-2 -29, TRPM1 prom inh -6, hiPSC survival -0.3, aDG glyco up 0.1, KKLEB cytotox 8, Shn3 inh set2 -10, Peg3 prom inh 5, TWEAK Fn14 block -3 and CF NFkB inh -42.
Screening O=c1c2ccccc2nc2n1CCCS2 returned HIF-2a block -40, NR2E3 ag-1 2, NR2E3 ag-2 -7, TRPM1 prom inh 0, hiPSC survival -2.3, aDG glyco up 0.0, KKLEB cytotox -6, Shn3 inh set2 -8, Peg3 prom inh -12, TWEAK Fn14 block -7 and CF NFkB inh 16.
`CCOC(=O)c1cc(-c2ccccc2)n(CC(=O)Nc2cccc(OC)c2)c1C` gave HIF-2a block 25, NR2E3 ag-1 0, NR2E3 ag-2 -9, TRPM1 prom inh 13, hiPSC survival 0.1, aDG glyco up -0.3, KKLEB cytotox -3, Shn3 inh set2 16, Peg3 prom inh 0, TWEAK Fn14 block 8 and CF NFkB inh 18.
O=c1c(-c2c(O)cc(O)c3c2O[C@H](c2ccc(O)cc2)CC3)c(-c2ccc(O)cc2)oc2cc(O)cc(O)c12 was read as HIF-2a block 2, NR2E3 ag-2 15, TRPM1 prom inh -15, hiPSC survival -2.1, aDG glyco up -0.7, KKLEB cytotox 0, Shn3 inh set2 -30, Peg3 prom inh 47, TWEAK Fn14 block 36 and CF NFkB inh 75*.
Screening O=C(NCCCN1CCOCC1)c1ccc(-n2nc(C(F)(F)F)cc2-c2cccs2)cc1 returned HIF-2a block 45*, NR2E3 ag-1 -1, NR2E3 ag-2 32, TRPM1 prom inh -1, hiPSC survival 0.4, aDG glyco up 0.5, KKLEB cytotox -24, Shn3 inh set2 26, Peg3 prom inh 55*, TWEAK Fn14 block 4 and CF NFkB inh 45.
CCOC(=O)C(C(=O)OCC)C(=O)c1cccc2ccc3ccccc3c12 was read as HIF-2a block 4, NR2E3 ag-2 -6, hiPSC survival -1.0, aDG glyco up 0.4, KKLEB cytotox -13, Shn3 inh set2 14, Peg3 prom inh 17, TWEAK Fn14 block 7 and CF NFkB inh -20.
For Cc1c([N+](=O)[O-])ccc(S(=O)(=O)N2CCC(C(N)=O)CC2)c1C the results were HIF-2a block 19, NR2E3 ag-1 -1, NR2E3 ag-2 5, TRPM1 prom inh 0, hiPSC survival 2.7, aDG glyco up -0.2, KKLEB cytotox 1, Shn3 inh set2 2, Peg3 prom inh 10, TWEAK Fn14 block 2 and CF NFkB inh 7.
CCOc1ccc(NC(=O)Cc2ccccc2)cc1 was read as HIF-2a block -191, NR2E3 ag-1 -2, NR2E3 ag-2 -95, TRPM1 prom inh -83, hiPSC survival -1.1, aDG glyco up -0.2, KKLEB cytotox 0, Shn3 inh set2 -88, Peg3 prom inh -249, TWEAK Fn14 block -7 and CF NFkB inh 9.
COc1ccc(-c2ccc(C(=O)Nc3cccc(C(F)(F)F)c3)c3occc23)c(C)c1 was read as HIF-2a block -55, NR2E3 ag-2 -29, hiPSC survival 5.3, aDG glyco up 0.8, KKLEB cytotox 7, Shn3 inh set2 12, Peg3 prom inh -15, TWEAK Fn14 block -13 and CF NFkB inh -28.
`CCn1cc(CNc2nc3nonc3nc2N2CCCCC2)cn1` gave HIF-2a block 6, NR2E3 ag-1 3, NR2E3 ag-2 4, TRPM1 prom inh -2, hiPSC survival -0.4, aDG glyco up 0.3, KKLEB cytotox 0, Shn3 inh set2 4, Peg3 prom inh 22, TWEAK Fn14 block 6 and CF NFkB inh 2.
`C/C(=N\NC(=O)c1nnn(-c2nonc2N)c1CN(C)c1ccccc1)c1ccc(O)cc1` gave HIF-2a block 8, NR2E3 ag-1 -2, NR2E3 ag-2 -13, TRPM1 prom inh 2, hiPSC survival -0.3, aDG glyco up -0.5, KKLEB cytotox 5, Shn3 inh set2 18, Peg3 prom inh 10, TWEAK Fn14 block -30 and CF NFkB inh -6.
For CC(NC(=O)c1ccco1)C(c1cccs1)N1CCN(c2ccccc2F)CC1 (stereo not drawn) the results were HIF-2a block -10, NR2E3 ag-1 1, NR2E3 ag-2 12, TRPM1 prom inh -1, hiPSC survival -1.5, aDG glyco up 0.2, KKLEB cytotox 1, Shn3 inh set2 47, Peg3 prom inh 27, TWEAK Fn14 block 10 and CF NFkB inh -6.
`O=C(CCCc1c[nH]c2ccccc12)NCc1ccccc1C(F)(F)F` gave HIF-2a block 5, NR2E3 ag-1 -4, NR2E3 ag-2 -23, hiPSC survival -0.1, aDG glyco up 0.0, KKLEB cytotox -11, Shn3 inh set2 -18, Peg3 prom inh 8, TWEAK Fn14 block -4 and CF NFkB inh -7.
`CCCCCN(C(=O)CCC(=O)OCCOc1cccc(Cl)c1)c1c(N)n(CCCC)c(=O)[nH]c1=O` gave HIF-2a block 18, NR2E3 ag-1 2, NR2E3 ag-2 -34, TRPM1 prom inh 8, hiPSC survival 0.2, aDG glyco up 0.2, KKLEB cytotox 3, Shn3 inh set2 12, Peg3 prom inh 11, TWEAK Fn14 block 9 and CF NFkB inh 20.
